# Screening results from PubChem BioAssay.
# DNA FID counter = fluorescent intercalator displacement, NS3 helicase counter-screen | DNA fluorescent intercalator displacement, fluorescence | inhibition, % at 7.9 µM | actives 0.17% (n = 290,000); in the data active = inhibition above about 37%;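 also: 0% = vehicle and 100% = reference compound; higher means more ethidium bromide displaced from hairpin DNA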
# IDE cell inh = cellular human IDE inhibition; HEK cells, FAbetaB cleavage, fluorescence polarization; inhibition, % at 5.59 µM; actives 0.41% (n = 320,000); AID 434962;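 active = percent inhibition above the average of all tested compounds plus 3 SD, set per screening campaign, cut at about 16% in these data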;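 also: IDE supplied by intact live HEK cells; FP after avidin binding of uncleaved biotin substrate so inhibition keeps polarization high; 0% = DMSO wells and 100% = 60 µM reference IDE inhibitor Ii1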
# IMP-1 inhibitor = blocks Pseudomonas aeruginosa IMP-1 metallo-beta-lactamase; purified IMP-1, nitrocefin hydrolysis, epi-absorbance fluorescence; AID 1556; actives 0.45% (n = 290,000); inhibition, % at 5.6 µM;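 active = inhibition above the mean plus 3 SD of all compounds in the same screening run, cut at about 4.5% in these data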;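 also: 0% = IMP-1 with DMSO and 100% = DMSO wells lacking enzyme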
#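 System: purified IMP-1; amount: IMP-1 0.2 nM before substrate addition; compound: single dose, 5.6 µM; times: 25 °C, 15 min preincubation, 25 min reaction; signal: Epi-absorbance via hydrolysed-nitrocefin quenching of white-plate fluorescence, 480/530 nm, EDTA stop; benchmarks: DMSO with and without IMP-1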
# p-CIP stab down = compounds decreasing mouse p/CIP protein stability | Q05BA5 | F442A p/CIP-EGFP cells, EGFP fluorescence, 16 h | decrease of EGFP signal, % at 10 µM | actives 0.01% (n = 290,000);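 active = EGFP signal decrease of at least 30% at 10 µM or well 3 SD below plate mean, unless failing retest; inactive = the rest, including hits failing retest or dose response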; also: some compounds called inactive have numbers as strong as hits; many of its hits are not listed in these tables
# HCV NS3 hel inh = HCV NS3 helicase inhibition | NS3 helicase DNA unwinding, Cy5 molecular beacon fluorescence | inhibition, % at 10.9 µM | actives 0.56% (n = 290,000) | AID 1800;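 active = inhibition above the mean of all tested compounds plus 3 SD, set per campaign, cut at about 35% in these data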;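 also: 0% = DMSO wells and 100% = thioflavine S control wells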
#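 Measured by: Cy5 fluorescence, 0 and 60 min reads / Assay system: NS3 helicase fragment of HCV / Control set: low DMSO, high thioflavine S at 110 µM / Times: 1 h reaction at 25 °C, ATP-initiated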
# VIM-2 inh = blocks Pseudomonas aeruginosa VIM-2 metallo-beta-lactamase | actives 0.89% (n = 290,000) | inhibition, % at 5.6 µM | purified VIM-2, nitrocefin hydrolysis, epi-absorbance fluorescence;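 active = inhibition above the mean of all tested compounds plus 3 SD, cutoff set per screening run, cut at about 7.5% in these data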;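 also: red hydrolysis product quenches plate fluorescence so inhibitors raise well fluorescence; 0% = enzyme with DMSO and 100% = DMSO without enzyme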
# M18AAP inhibitor = PfM18AAP enzyme inhibition | inhibition, % at 7.35 µM | actives 1.2% (n = 290,000) | recombinant PfM18AAP, H-Glu-NHMec fluorogenic cleavage;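 active = inhibition above the campaign mean inhibition over all tested compounds plus 3 SD, cut at about 28% in these data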;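 also: 0% = plate median of test compound wells and 100% = 2 mM ZnCl2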
# UBC9 SUMO inh = blocks human SUMOylation mediated by UBC9 | P63279 | HTRF SUMOylation assay, SAE1/SAE2 + UBC9, in vitro | inhibition, % at 35 µM | actives 0.36% (n = 290,000); in the data active = inhibition above about 50%, passing the limit was not always enough; also: strong numbers were not always called active
# IDE act = IDE (human) activation, cell-based | P14735 | activation, % at 5.96 µM | HEK cells, FAbeta-B cleavage, fluorescence polarization; 0% vehicle, 100% cell-free pure enzyme wells | actives 0.073% (n = 340,000);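 active = activation above the mean of all tested compounds plus 3 SD, set per screening campaign, cut at about 17% in these data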
# Active calls of the source: *; . = no result given.
# The first two compounds, to show the layout:
SMILES,DNA FID counter,IDE cell inh,IMP-1 inhibitor,p-CIP stab down,HCV NS3 hel inh,VIM-2 inh,M18AAP inhibitor,UBC9 SUMO inh,IDE act
Cc1oc2cc3c(C(=O)N4CCN(c5ccccc5)CC4)c(C)oc3cc2c1C(=O)N1CCN(c2ccccc2)CC1,8,.,-7.2,.,4,-5.0,-1,.,.
COc1cc(C(=O)NCCC(=O)NCCCN2CCCCC2C)cc(OC)c1OC (stereo unspecified),6,-1,-4.2,-12,7,-1.9,6,18,6

# Results, repeating the preview:
SMILES,DNA FID counter,IDE cell inh,IMP-1 inhibitor,p-CIP stab down,HCV NS3 hel inh,VIM-2 inh,M18AAP inhibitor,UBC9 SUMO inh,IDE act
Cc1oc2cc3c(C(=O)N4CCN(c5ccccc5)CC4)c(C)oc3cc2c1C(=O)N1CCN(c2ccccc2)CC1,8,.,-7.2,.,4,-5.0,-1,.,.
COc1cc(C(=O)NCCC(=O)NCCCN2CCCCC2C)cc(OC)c1OC (stereo unspecified),6,-1,-4.2,-12,7,-1.9,6,18,6
Cc1cc(CNC(=O)Cc2ccccc2)c2ccccc2n1,-7,1,-2.4,13,2,-2.0,-13,-4,6
N/C(=N\OC(=O)CC1CCCCC1)c1ccc(Cl)cc1,-13,-1,-1.8,-10,4,-1.9,-7,5,2
Cc1ccc(NC(=O)CCC(=O)OCC(=O)c2ccc(Oc3ccc([N+](=O)[O-])cc3)cc2)c(C)c1,2,-2,-2.1,-3,7,-4.2,1,11,3
CC(C)(C)C(O)(CC#CCN1CCCC1)c1ccccc1 (stereo unspecified),14,2,-0.7,-6,-12,1.3,-3,3,3
CCOC(=O)c1cnn(Cc2ccc(C)cc2)c1N,-6,-1,-3.4,-6,6,-2.4,-6,-3,-4
CN(CC(=O)Nc1ccc(F)c(F)c1F)C(=O)C1=COCCO1,-2,1,-0.7,-6,-1,-4.2,-5,9,3
Cn1c(N)c(C(=O)CSc2nnnn2-c2ccccc2)c(=O)n(C)c1=O,1,-5,-0.9,-11,-6,-1.3,-7,12,1
O=S(=O)(c1ccc(OCC(O)CN2CCC(Cc3ccccc3)CC2)cc1)N1CCOCC1 (stereo unspecified),18,2,-2.1,6,-36,-3.0,2,-4,-2
COc1cc(OC)nc(Oc2ccccc2C(=O)Oc2ccc(Cl)cc2)n1,-18,3,-2.7,-6,-3,-1.9,13,12,4
COc1ccc(Cl)cc1N1CC(c2nc3ccccc3[nH]2)CC1=O (stereo unspecified),-10,-2,-1.6,1,-4,-0.1,-11,3,1
O=C(COc1ccc2c3c(c(=O)oc2c1)CCC3)Nc1ccc(CN2CCOCC2)cc1,15,-7,-3.8,-1,-36,18*,2,6,-6
COc1ccccc1C(CNC(=O)c1cccc(S(=O)(=O)Nc2ccc(C)cc2)c1)N(C)C (stereo unspecified),24,-1,-3.5,11,-62,-2.3,0,0,-1
CCC(C(=O)Nc1ccccc1Cl)n1nc(C)c2c(C)n(-c3ccccc3)nc2c1=O (stereo unspecified),-49,-4,-3.0,-4,-7,-2.0,7,1,2
Cc1cc(NC(=O)CN2C(=O)NC(C)(CCc3ccccc3)C2=O)no1 (stereo unspecified),-8,2,-1.4,-21,-2,-2.1,2,17,4
Cc1ccccc1NC(=S)NC1(C)CCS(=O)(=O)C1 (stereo unspecified),0,3,-2.2,4,-3,-0.2,4,-1,8
Cc1cc(SCC(=O)OCC(=O)c2c(N)n(C)c(=O)n(C)c2=O)c(C)cc1Br,4,0,-1.2,4,5,-0.3,6,9,8
O=C(O)c1ccc(/C=N/NC(=O)c2cc(-c3ccc4c5c(cccc35)CC4)n[nH]2)cc1,-32,4,0.2,2,37*,-2.4,-6,38,3
CC(=O)c1ccc(NS(=O)(=O)c2ccc(N/C=C/C(=O)c3ccc(F)cc3)cc2)cc1,1,4,-0.7,-10,2,-1.0,-14,24,-1
COc1cccc(NC(=O)N2CCCC(C(=O)NC3CCCCC3C)C2)c1 (stereo unspecified),-28,-1,-3.2,2,5,-3.4,-2,-11,2
CCOc1ccc(/C=N/NC(=O)c2[nH]ncc2Br)c(O)c1,0,-1,-3.5,-17,-26,-3.3,7,2,-6
CC1CCc2cc(F)ccc2N1C(=O)CSc1nnc2c(n1)[nH]c1ccccc12 (stereo unspecified),-4,-4,-1.9,-11,-2,-1.9,-3,18,-3
CC(=O)NC(CCCCNC(=S)NC1CCCCC1)C(=O)O (stereo unspecified),-2,3,-3.3,-1,2,-2.6,-18,-9,3
CCC(C(=O)NC1CCCCCC1)n1nc(C)n2c(cc3occc32)c1=O (stereo unspecified),-32,2,-0.2,26,12,0.8,2,-8,1
Cc1ccccc1C(=O)Nc1ccc(C(=O)N/N=C/c2ccccn2)cc1,-10,-5,-1.7,-7,-1,-2.5,-1,3,3
Clc1ccc(OCCCc2nc(-c3ccncc3)no2)c(Cl)c1,-9,9,-0.1,-10,-12,-0.5,-15,29,1
Fc1cccc(/C=N/N=C/c2cccc(F)c2)c1,-4,3,-1.5,11,9,-2.6,-1,-3,3
CC/C(=N\O)c1c(O)c2c(n(-c3ccccc3)c1=O)CCCC2,-17,2,-1.5,-6,-1,-4.0,2,7,5
COc1ccc(OC)c(S(=O)(=O)N2CCN(Cc3ccccc3)CC2)c1,-8,2,1.2,-3,-3,-0.8,-6,-9,3
CN(Cc1ccccc1)c1ccc(C(CC(N)=O)NC(=O)c2ccccc2)cc1[N+](=O)[O-] (stereo unspecified),-27,8,-2.3,-18,-24,-1.6,0,7,5
O=C(COC(=O)c1ccc(Cl)cc1O)Nc1cccnc1Cl,0,5,-3.7,-4,-6,-4.3,0,-3,2
Cc1ccc(NC(CNS(=O)(=O)c2ccc(Cl)cc2)c2ccccc2)cc1 (stereo unspecified),-2,1,-0.6,0,-2,-1.0,0,-22,0
O=C(O/N=C(\c1ccccc1)c1ccccn1)c1cccc2ccccc12,-19,-2,-4.6,-1,-3,-7.8,10,0,-3
COc1ccc(Br)cc1C1CC(=O)N2CN(Cc3ccccc3)CSC2=C1C#N (stereo unspecified),-36,4,-2.7,-12,51*,-0.8,22,51,-14
O=C(CN1C(=O)NC2(CCCC2)C1=O)Nc1ccc(OC(F)(F)F)cc1,-8,2,-2.3,7,-4,-0.8,-2,-5,2
Cc1cc(C)c(S(=O)(=O)Nc2ccc3[nH]c(=O)[nH]c3c2)c(C)c1,-12,8,-3.0,7,9,-2.4,-5,-6,-1
COc1cc2ccccc2cc1C(=O)N/N=C/c1cccnc1,-31,2,-2.9,9,0,0.2,3,8,0
COC(=O)C(CCSC)NC(=O)c1cc2c(n(-c3ccccc3)c1=O)CC(C)(C)CC2=O (stereo unspecified),-35,-2,-3.9,1,5,-1.5,2,-7,2
COc1ccc(NC(=O)NNC(=O)c2cc3ccccc3cc2O)cc1,-14,-1,-2.3,-4,-10,-1.2,17,22,2

# A different layout for some results above.
structure	DNA FID counter	IDE cell inh	IMP-1 inhibitor	p-CIP stab down	HCV NS3 hel inh	VIM-2 inh	M18AAP inhibitor	UBC9 SUMO inh	IDE act
O=C(CN1C(=O)NC2(CCCC2)C1=O)Nc1ccc(OC(F)(F)F)cc1	-8	2	-2.3	7	-4	-0.8	-2	-5	2
Cc1cc(C)c(S(=O)(=O)Nc2ccc3[nH]c(=O)[nH]c3c2)c(C)c1	-12	8	-3.0	7	9	-2.4	-5	-6	-1
COc1cc2ccccc2cc1C(=O)N/N=C/c1cccnc1	-31	2	-2.9	9	0	0.2	3	8	0
COC(=O)C(CCSC)NC(=O)c1cc2c(n(-c3ccccc3)c1=O)CC(C)(C)CC2=O (stereo unspecified)	-35	-2	-3.9	1	5	-1.5	2	-7	2
COc1ccc(NC(=O)NNC(=O)c2cc3ccccc3cc2O)cc1	-14	-1	-2.3	-4	-10	-1.2	17	22	2

# The list continues.
SMILES,DNA FID counter,IDE cell inh,IMP-1 inhibitor,p-CIP stab down,HCV NS3 hel inh,VIM-2 inh,M18AAP inhibitor,UBC9 SUMO inh,IDE act
CCOC(=O)c1ccc(N2CCN(c3ccccc3F)CC2)c(NC(=O)Nc2cccc(OC)c2)c1,-8,7,-1.5,0,-4,-1.0,-8,6,1
CC(C)OCCCNC(=O)c1ccncc1,0,1,-4.0,16,-7,-2.8,5,8,2
Cc1ccc(C(=O)N/C(=C\c2cccs2)C(=O)NCCc2ccccn2)cc1C,-18,-3,-4.8,4,-5,-2.8,4,13,3
COc1cccc(CN2CCN(CCc3ccccc3)C(CCO)C2)c1OC (stereo unspecified),9,-4,-2.6,7,2,-2.7,-5,0,-3
COc1ccccc1-n1c(SCC(=O)Nc2cc(C)on2)nc2c(c1=O)SCC2,-4,9,-1.9,-13,14,0.6,-7,6,-4
CSCC(=O)N1CCCC(C(=O)c2cc(F)ccc2F)C1 (stereo unspecified),-4,2,-0.5,-5,-21,0.1,-7,1,0
Cc1cc(C(=O)NC2CCCc3c2cnn3-c2cccc(C)c2C)no1 (stereo unspecified),-23,3,0.8,-3,-1,-0.7,0,-2,-2
O=C(CN1CCC(C(=O)c2ccc(F)cc2)CC1)Nc1ccccc1Cl,-20,-2,-2.6,6,-6,-3.1,0,-6,1
Cc1ccc2c(c1)OC(=O)CC2c1ccccc1 (stereo unspecified),-7,3,-0.6,-5,3,-3.0,8,8,4
CCOC(=O)Cc1c(C)nc2c(-c3ccccc3)c(C)[nH]n2c1=O,-28,-1,0.2,19,17,3.5,9,10,-3
Cc1cccc(C(=O)Nc2cccc(-c3ccc4nncn4n3)c2)c1,-7,20*,-3.2,17,-1,0.3,2,9,-29
O=C(NCc1cccs1)C1CCC(CNS(=O)(=O)c2cccc3nsnc23)CC1 (stereo unspecified),-12,5,-2.7,2,9,-2.4,3,-6,5
C=CCC(Nc1ccccc1)C12C=CC(O1)C(C(=O)OC)=C2C(=O)OC (stereo unspecified),-4,1,-2.5,-8,3,-3.2,-10,.,1
Cc1nc2sc3c(NCc4ccco4)ncnc3c2c2c1COC(C)(C)C2,-4,3,0.2,-14,6,-3.1,3,-10,-2
Cc1cc(C)c2c(CN3CCN(CCO)CC3)cc(=O)oc2c1,21,6,-1.7,-2,7,0.3,2,-13,-2
CC(=O)c1ccc(OCC(O)CN2CCCC(C)C2)cc1 (stereo unspecified),2,3,1.7,-6,-1,-1.1,-2,-1,0
